hcGAS inh – human cGAS inhibition; Q8N884; recombinant h-cGAS, ATP depletion, Kinase-Glo luminescence; inhibition, % at 12.5 µM; actives 0.081% (n = 290,000);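 further: 0% = vehicle reaction and 100% = reaction without DNA for no activity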
Target sequence (Q8N884 whole entry, looked up): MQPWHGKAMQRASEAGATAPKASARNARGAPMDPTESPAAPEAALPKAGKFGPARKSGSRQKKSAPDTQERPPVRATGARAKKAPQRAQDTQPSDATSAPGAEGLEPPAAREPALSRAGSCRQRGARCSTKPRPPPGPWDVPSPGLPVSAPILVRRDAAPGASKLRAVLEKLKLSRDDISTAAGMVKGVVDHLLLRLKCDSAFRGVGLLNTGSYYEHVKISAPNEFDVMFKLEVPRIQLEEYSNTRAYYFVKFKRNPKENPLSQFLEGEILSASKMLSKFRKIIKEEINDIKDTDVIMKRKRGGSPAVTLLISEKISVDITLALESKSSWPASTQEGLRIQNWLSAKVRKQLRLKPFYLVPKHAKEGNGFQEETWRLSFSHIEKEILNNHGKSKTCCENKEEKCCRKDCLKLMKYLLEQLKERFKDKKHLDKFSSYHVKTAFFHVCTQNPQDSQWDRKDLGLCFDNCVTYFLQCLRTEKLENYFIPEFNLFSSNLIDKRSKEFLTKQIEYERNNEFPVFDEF
mcGAS inh – blocks mouse cGAS activity; AID 1259399; actives 0.15% (n = 160,000); inhibition, % at 12.5 µM; Q8C6L5; recombinant cGAS, Kinase-Glo ATP depletion luminescence;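 further: 0% = negative control wells and 100% = reference inhibitor with no enzyme activity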
NPYLR7 agonist – activates Aedes aegypti NPYLR7 receptor; HEK293T NPYLR7/Galpha15, GCaMP6s calcium fluorescence; activation, % at 10 µM; actives 0.15% (n = 270,000); in the data active means activation above about 40%;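 further: 0% = vehicle and 100% = reference agonist at the receptor; some compounds past the cut are filed as inactive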
Active calls of the source: *; x = no result given; & = joins results of further samples. Unless noted, no stated cut-off is given here; in the data, active means inhibition above about 40%; inactive means the rest.

Sample of the layout, 5 compounds:
Below each SMILES: hcGAS inh	mcGAS inh	NPYLR7 agonist
Cc1noc(C)c1CCC(=O)N1C[C@@H]2C3CCC(CC3)[C@@H]2C1
  -5	x	6
Cc1ccc(Cl)c(OC2CC3CCC(C2)N3C(=O)c2ccc(CSc3ccc(C(F)(F)F)cn3)cc2)c1 (configuration not stated)
  -16	-9	8
CCc1cc(Oc2ccc(F)cc2)nc(SCc2cc(OC)cc(OC)c2)n1
  -5	-4	-1
CC(Cn1cccn1)NC(=O)CCOc1cccc2c1OC(C)(C)C2 (configuration not stated)
  -3	-9	2
CC1(C)C2CC1[C@]1(C)OB(c3ccccc3)O[C@@H]1C2 (some centres not stated)
  -5	x	-9

The listing, previewed entries included:
Below each SMILES: hcGAS inh	mcGAS inh	NPYLR7 agonist
Cc1noc(C)c1CCC(=O)N1C[C@@H]2C3CCC(CC3)[C@@H]2C1
  -5	x	6
Cc1ccc(Cl)c(OC2CC3CCC(C2)N3C(=O)c2ccc(CSc3ccc(C(F)(F)F)cn3)cc2)c1 (configuration not stated)
  -16	-9	8
CCc1cc(Oc2ccc(F)cc2)nc(SCc2cc(OC)cc(OC)c2)n1
  -5	-4	-1
CC(Cn1cccn1)NC(=O)CCOc1cccc2c1OC(C)(C)C2 (configuration not stated)
  -3	-9	2
CC1(C)C2CC1[C@]1(C)OB(c3ccccc3)O[C@@H]1C2 (some centres not stated)
  -5	x	-9
CC(=O)N(c1ccc(Cl)cc1)c1nc(C=O)cs1
  -5	-6	2
COc1ccc(-c2nc(Cn3nnc(C(=O)Nc4ccc(C)cc4C)c3C)c(C)o2)c(OC)c1
  -7	-10	6
CC(C)c1ccc(NC(=O)CSc2nc(=O)n(Cc3ccncc3)c3c2CCCC3)cc1
  -5	-9	14
O=C(c1cncc(N2CCN(CCc3ccccc3)CC2)n1)N1CCCCC1
  -2	-7	-3
O=C(Nc1nc2ccc3ccccc3c2s1)c1ccccc1
  -4	-6	-5
CC1CCN(S(=O)(=O)N2CC=C(c3c[nH]c4ccccc34)CC2)CC1
  -2	x	-1
Cc1nc(CN2CCCN(Cc3noc(C4CC4)n3)CC2)oc1C
  1	x	3
COc1ccc(Cc2n[nH]c(=O)c3ccccc23)cc1OC
  -4	-7	-12
Cc1cn2c3c(=O)n(CC(C)C)c(=O)n(C)c3nc2n1CCN1CCOCC1
  -8	x	-2
Cc1ccc(Cn2cccc(C(=O)O)c2=O)cc1
  -2	x	-4
O=C1OC2C(C(=O)O)Sc3c(sc(=O)n3-c3ccccc3)C2c2cc(Br)ccc21 (configuration not stated)
  8	x	7
CC(NC(=O)c1ccc2c(c1)no[n+]2[O-])c1ccccc1-n1cccn1 (configuration not stated)
  -3	x	2
CC(=O)Oc1c(-c2ccc(NC(=O)c3ccc(C(F)(F)F)cc3)cc2)c(-c2ccc3c(c2)OCO3)nn1-c1cccc(C)c1
  -6	-3	4
COCc1ccc(CN2CCCC(C(=O)Nc3cccc(-c4ccc(F)cc4)c3)C2)o1 (configuration not stated)
  -7	x	8
O=c1c(NC2CC2)c(Cl)cnn1C12CC3CC(CC(C3)C1)C2
  -4	x	-2
COC(=O)c1cncc(N2C[C@@H]3C4CCC(CC4)[C@@H]3C2)n1
  -8	x	7
Cc1ccc(C)c(Cn2c(CN3CCCC(C)C3)nc3c2c(=O)n(C)c(=O)n3C)c1 (configuration not stated)
  -4	x	2
O=C(NCc1cccnc1)c1nn2c(C(F)(F)F)cc(-c3ccccc3)nc2c1Cl
  0	-6	8
CCN(C1CCS(=O)(=O)C1)S(=O)(=O)c1ccc(Cl)s1 (configuration not stated)
  -6	x	10
COc1ccccc1-c1nc(SC2CCCC2)c2c(=O)n(C)c(=O)n(C)c2n1
  -3	-6	0
O=C(C1CCS(=O)(=O)C1)N1CCN(Cc2csc(-c3ccco3)n2)CC1 (configuration not stated)
  1	-2	4
COc1ccc(CNC(=O)CSc2nc3[nH]ncc3c(=O)n2-c2ccccc2)cc1
  -11	x	1
NC(=O)c1cc(NC(=O)C2(c3ccccc3)CCC2)c(F)cc1F
  -4	x	-1
N#Cc1ccc(S(=O)(=O)N2CCN(C(=O)c3ccc(F)cc3)CC2)cc1
  -1	-4	7
CC(NS(=O)(=O)c1ccc(C#N)cc1)c1nc(-c2ccc(F)cc2)no1 (configuration not stated)
  -6	-15	-4

Profiles from above. Screens in order: hcGAS inh	mcGAS inh	NPYLR7 agonist
Cc1cn2c3c(=O)n(CC(C)C)c(=O)n(C)c3nc2n1CCN1CCOCC1 is listed with -8	x	-2
CC(=O)N(c1ccc(Cl)cc1)c1nc(C=O)cs1 is listed with -5	-6	2
CCc1cc(Oc2ccc(F)cc2)nc(SCc2cc(OC)cc(OC)c2)n1 is listed with -5	-4	-1

Going on with the list.
Below each SMILES: hcGAS inh	mcGAS inh	NPYLR7 agonist
O=C(Cn1cnc2ccccc21)N1CCN(c2ccc(-c3cccs3)nn2)CC1
  -2	x	1
CCOC(=O)c1c(C)oc2c1cc(O)c1ccccc12
  -1	x	-2
CCc1nc2ccc(C(=O)NCCNC(C)=O)cn2c1N(C)C(=O)c1cccc(OC)c1
  -5	-3	17
CC(C)CN(CCn1c(=O)oc2ccccc21)Cc1cnn(C)c1
  -2	x	0
O=C(c1cccs1)N1CCC(N2C(=O)C(OCC3CC3)C23CCCCC3)CC1 (configuration not stated)
  2	-2	x
CCc1ccc(CN2CCOC(Cc3cccc(F)c3)C2)nc1 (configuration not stated)
  -4	-10	0
COc1ccc(OC)c(-c2cc(C(=O)N3CCN(C(=O)C4CC4c4cccs4)CC3)[nH]n2)c1 (configuration not stated)
  -1	x	1
Cc1cc(C)c(C(=O)N2CCN(c3nccc(-c4ccco4)n3)CC2)c(C)c1
  -6	-7	-8
O=C(CN(CCCN1CCOCC1)C(=O)c1ccc(-c2ccccc2)cc1)N(Cc1ccc(F)cc1)Cc1ccco1
  -6	-4	-1
CC(C)(C)c1cc(NC(=O)c2ccc(C(F)(F)F)cc2C(F)(F)F)n(-c2cccc(F)c2)n1
  -4	-8	24
CC(C)(C)n1ncc2c(=O)n(NC(=O)c3ccc(Cl)c([N+](=O)[O-])c3)cnc21
  -11	x	-4
COc1ccc(N2C(=O)CC(N3CCN(c4ncccn4)CC3)C2=O)cc1 (configuration not stated)
  -9&-2	-5	6&3
Cc1noc(-c2cccc(F)c2)c1C(=O)NCc1ccco1
  -9	-8	-3
O=C(O)c1ccc(Cn2cc(Br)cn2)o1
  -8	x	2
CC1CCN(c2nc3c(c(=O)[nH]c(=O)n3C)n2CCSc2nc3ccccc3[nH]2)CC1
  0	x	6
O=C(O)COc1ccc(C=C2C(=O)NC(=S)NC2=O)cc1Br
  -1	0	-11
CN(CCNc1ncnc2c1CCN(C(=O)C1CC1)C2)S(C)(=O)=O
  -13	-15	6
CCNc1ncc(CN2CCn3nc(C(=O)N4CCCC4)cc3C2)cn1
  -7	x	1
COc1ccccc1C(=O)NC(=O)COC(=O)c1ccc(C)o1
  -4	-6	7
COc1ccc(C(C)C)cc1[C@H]1N[C@](CO)(CCCO)[C@H]2CN(C)C[C@@H]12
  3	x	1
COCC1(C(=O)N(C)Cc2ccc(OC)c3ncccc23)CCC1
  -3	-16	4
CCc1nccc(-c2nccn2C(Cn2cccn2)c2ccccc2)n1 (configuration not stated)
  -9	-14	x
Cc1ccc(S(=O)(=O)NC(=O)C2(C)CCN2C(=O)Cc2ccc(C(C)(C)C)cc2)nc1 (configuration not stated)
  -4	x	8
CNc1ncccc1C(=O)N1CCCC(O)(CN(C)C)CC1 (configuration not stated)
  -6	x	0
O=C(NCCc1nc2c(s1)CCC2)c1cn2c(n1)CNCC2
  -5	-9	5
CCCCCCC1CCC(c2noc(-c3cccc(Br)c3)n2)CC1 (configuration not stated)
  -6	x	-8
CCc1nc(N(CC)CC)c2ccc(Cl)cc2n1
  -7	-4	x
O=C(NC1CCCN(C2CCCCCC2)C1)C1(c2ccc(F)cc2)CC1 (configuration not stated)
  -12	-12	0
CCc1ccc(-c2nnn(CC(=O)NC3(C#N)CCCC3)n2)cc1
  -2	x	-5
CC(=O)Nc1cc(-c2csc(C)n2)ccc1O
  -9	x	-2
CCOC(=O)C1CCN(C(=O)c2ccc(Nc3c(Oc4ccc5c(c4)OCO5)cnn(C)c3=O)cc2)CC1
  -15	-7	5
CCN1CCCC(OC(=O)C(c2ccccc2)c2ccccc2)C1 (configuration not stated)
  -6&-2&0	x	4&-10
CCc1nc(C)nc(N2CCN(C(=O)NC(C)C)CC2)c1Cc1cc(C)ccc1C
  -8	-8	20
CCC(C)N(Cc1cc(NC(=O)c2ccco2)ccc1N(C)C)C(=O)COC (configuration not stated)
  -1	-2	3
Cc1ccc(CN2CC(O)CN(C(=O)OCC(C)(C)C)CC2=O)cc1 (configuration not stated)
  -5	-6	2
O=C(NC1CCN(C(=O)c2ccncc2)CC1)C1CCCc2ccccc21 (configuration not stated)
  -14	-9	-2
Cc1ncc2c(c1CNC(=O)/C=C/c1cccs1)CCN(C(=O)c1ccc3c(c1)OCCO3)C2
  -10	-10	11
N#CSc1ccc(NS(=O)(=O)c2ccc3c(c2)OCCO3)cc1
  -9	x	-3
CCCCCN(C(=O)c1cccc([N+](=O)[O-])c1)C(C)c1nc2ccccc2c(=O)n1-c1cccc(Cl)c1C (configuration not stated)
  2	-5	-2
COc1ccc(-c2cc(C(=O)NCc3ccc4c(c3)OCO4)n(-c3ccc([N+](=O)[O-])cc3)n2)cc1
  -6	-4	21
N#Cc1ccccc1NC(=O)Nc1ccc(N2CCOCC2)c(Cl)c1
  -5	x	13
C=CCN(Cc1nc2sc(C(=O)OC(C)C)c(C)c2c(=O)[nH]1)CC(O)COc1ccc(Cl)cc1 (configuration not stated)
  -4	-3	-10
COc1ccc(C(=O)NNC(=O)CC2Sc3ccccc3NC2=O)cc1 (configuration not stated)
  -6	x	7
c1ccn2c(C3CCN(Cc4cc5n(n4)CCCNC5)CC3)nnc2c1
  -10	x	2
CCN(C(=O)Nc1c(C)nn(C(C)C)c1C)[C@H]1COC[C@@H]1O
  -3	-4	x
COc1c(F)ccc(C(=O)N(Cc2c(C)nn(C)c2C)C2CC2)c1F
  0	x	-1
COc1ccc(C2(O)CN(c3ccccc3)C3=[N+]2CCCS3)cc1 (configuration not stated)
  -5	-5	5
O=C(O)COc1ccc(/C=C2/NC(=S)NC2=O)cc1
  2	3	-2
CC(C)N(C)C(=O)CN1CCCC1CC(=O)c1ccc(F)cc1 (configuration not stated)
  -11	-14	1
CC(=O)c1ccc(N2CCN(C(=O)CSc3ccc(F)cc3F)CC2)cc1
  -1	x	9
COCc1nc(N2CCCC(Oc3ccc(F)cc3)C2)c2cnn(C)c2n1 (configuration not stated)
  -6	-16	10
O=C(c1cccnc1)N1CCc2c(ncnc2N2C[C@H]3CC[C@@H](C2)N3)C1
  -1	x	-2
Cc1cccn2c(=O)nc(SCc3cccc4ccccc34)nc12
  -13	x	6
Cc1ccccc1N1CCN(C2CCCN(Cc3ccc(C#CCCO)cc3)C2)CC1 (configuration not stated)
  5&0	-8	0&1
CSCCC(C)N1CCC(n2nccc2NC(=O)C(C)(C)C)CC1 (configuration not stated)
  -8	-10	5
CNc1nc(=O)n(-c2nc(-c3ccccc3)oc2-c2ccccc2)cc1Cl
  0	x	2
CCCC1SCCN1C(=O)CNC(C)=O (configuration not stated)
  -10	-13	-1
CO[C@H]1C(=O)N(Cc2ccccc2)C2(CCN(C(=O)Cc3cccs3)CC2)[C@@H]1CO
  0	-5	27
Fc1ccccc1CC1CCN(Cc2nc(-c3cccs3)no2)CC1
  5	x	-9
Cc1ccc(C(=O)NCC(=O)NC(C)c2cc(C)sc2C)s1 (configuration not stated)
  0	x	13

(more compounds)
Below each SMILES: hcGAS inh	mcGAS inh	NPYLR7 agonist
CCn1ncnc1C(C)NC(=O)c1occc1C (configuration not stated)
  -2	x	1
CCn1nc(C)c(NC(=O)CN2CCCC2c2ccc(C(N)=O)s2)c1C (configuration not stated)
  0	-2	0
O=C(CCN1CCCC1)Nc1cccc2ccccc12
  -18	x	1
O=C(/C=C/c1ccc(-n2ccnc2)cc1)NC1CCSc2c(F)cccc21 (configuration not stated)
  -8	x	9
O=C(CN(c1cccc([N+](=O)[O-])c1)S(=O)(=O)c1ccccc1)Nc1cccc(Cl)c1Cl
  -5	-7	10
N#Cc1ncn(CCC23CC4CC(CC(C4)C2)C3)n1
  -13	x	7
CN(C)CCCN(C(=O)CCc1ccccc1)c1nc2cc3c(cc2s1)OCO3
  -5	-6	-1
CCN(CC)C(=O)[C@@H]1C[C@@H](N)CN1C(=O)c1c(C)[nH]c(C(C)=O)c1C
  -7	-11	0
CCOc1ccccc1N1CCN(C(=O)CSc2nc(Cl)cc(N3CCN(C(=O)C4CC4)C(C)C3)n2)CC1 (configuration not stated)
  -11	-3	-9
COc1cccc(NC(=O)Nc2ccc(Nc3ccc(-n4nc(C)c(C)c4C)nn3)cc2)c1
  -2	-4	-3
CN(CC(=O)ON=C(N)c1ccccc1)S(=O)(=O)c1ccccc1
  -6	-7	1
CN1CCN(/N=C2\C(=O)Nc3ccc(F)cc32)CC1
  2	x	-14
COCCCN(CC(=O)N(CCc1c[nH]c2ccccc12)Cc1ccc(C(F)(F)F)cc1)S(=O)(=O)c1ccc(OC)cc1
  -10	-7	24
CCOc1ccc(-c2c(C)[n+]3c(n2-c2ccc(OCC)cc2)CCCCC3)cc1
  -1	x	0
Cc1cccc(C(=O)Nc2nn(C)c3c2C(C)CC(=O)N3)c1 (configuration not stated)
  -5	-10	-17
CCOC(=O)c1nn(-c2ccc(F)cc2)c(=O)c2c(NC(=O)C3CCCCC3)scc12
  -6	-7	2
CCN(CC#CCC1(O)c2ccccc2-c2ccccc21)CCO
  -10	-4	3
